EPAC2 antag – blocks human EPAC2 exchange factor. 360,000 tested, 0.18% active. EPAC2 GEF exchange of Rap1B-BODIPY-GDP, fluorescence. Potency, µM (highest dose often 114 µM), for inactives: at the top dose activity, negative = inhibition, actives largely listed as inhibitors; note: potency is the fitted concentration of half-maximal effect; % is set by controls: 0 for no effect and ±100 for the full control effect; nearly all actives have a fitted effect of over 45% in size; many of its hits are not listed in these tables
Target sequence (Q8WZA2 whole entry, looked up): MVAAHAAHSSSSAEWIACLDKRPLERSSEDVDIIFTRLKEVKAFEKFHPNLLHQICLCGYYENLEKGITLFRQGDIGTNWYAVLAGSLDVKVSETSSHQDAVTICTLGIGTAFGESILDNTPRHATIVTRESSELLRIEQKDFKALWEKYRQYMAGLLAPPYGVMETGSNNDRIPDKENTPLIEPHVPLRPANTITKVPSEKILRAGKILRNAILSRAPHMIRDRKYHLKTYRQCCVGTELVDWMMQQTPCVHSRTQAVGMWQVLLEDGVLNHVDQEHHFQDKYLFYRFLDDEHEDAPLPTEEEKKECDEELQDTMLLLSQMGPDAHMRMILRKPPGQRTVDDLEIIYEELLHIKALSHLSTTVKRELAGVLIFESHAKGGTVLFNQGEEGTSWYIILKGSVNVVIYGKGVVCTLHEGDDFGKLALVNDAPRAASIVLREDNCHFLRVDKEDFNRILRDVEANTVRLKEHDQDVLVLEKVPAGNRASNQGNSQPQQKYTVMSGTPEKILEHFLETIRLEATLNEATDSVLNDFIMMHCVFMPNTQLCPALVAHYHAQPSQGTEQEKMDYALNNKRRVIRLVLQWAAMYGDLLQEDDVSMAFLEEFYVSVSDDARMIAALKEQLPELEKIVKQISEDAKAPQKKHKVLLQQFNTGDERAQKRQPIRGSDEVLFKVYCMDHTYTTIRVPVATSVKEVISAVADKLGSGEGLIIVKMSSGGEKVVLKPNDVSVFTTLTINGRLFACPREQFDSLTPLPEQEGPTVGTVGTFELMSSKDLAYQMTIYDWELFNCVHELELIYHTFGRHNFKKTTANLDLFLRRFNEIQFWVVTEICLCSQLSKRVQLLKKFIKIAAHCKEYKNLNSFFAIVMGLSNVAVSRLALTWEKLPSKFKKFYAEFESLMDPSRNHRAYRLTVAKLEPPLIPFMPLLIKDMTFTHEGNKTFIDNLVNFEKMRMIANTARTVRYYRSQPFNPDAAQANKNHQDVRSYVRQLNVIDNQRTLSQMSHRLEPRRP
MmCpn inh – inhibitors of Methanococcus maripaludis chaperonin (MmCpn); 330,000 tested, 0.031% active; AID 504842; purified Mm-Cpn ATPase, ADP Transcreener TR-FRET; Potency, µM (series often up to 76.9 µM), inactives show at the top dose activity, negative = inhibition, actives largely listed as inhibitors; note: potency is the fitted concentration of half-maximal effect; % is set by controls: 0 for no effect and ±100 for the full control effect; nearly all actives have a fitted effect of over 80% in size
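TR-FRET (320 nm excitation; 590 and 665 nm emission) reports ADP made from 10 uM ATP by 25 nM enzyme; compounds were preincubated 10 min, reaction run 30 min, both at 37°C.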
TGFb inhibitor – inhibitors of TGF-b signaling; HepG2 CAGA-GFP TGF-b/SMAD3 reporter, GFP fluorescence, 18 h; TGF-beta stimulated, 500 pg/mL final; Potency, µM (doses to about 46.1 µM), without a hit: at the highest dose activity, negative = inhibition, usual class: inhibitors; 410,000 tested, 1.2% active; AID 588855; note: potency is the fitted concentration of half-maximal effect; % is set by controls: 0 for no effect and ±100 for the full control effect; nearly all actives have a fitted effect of over 65% in size
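Inhibition of TGF-beta-driven CAGA-GFP reporter expression in HEPG2 cells is measured by cellular GFP fluorescence after 18 h stimulation with 500 pg/mL recombinant TGF-beta in 1% FBS medium at 37 degrees C.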
Nrf2 block – Nrf2 pathway inhibition | Potency, µM (titrated, usually from 46 µM), for inactives: top-dose activity change, negative = inhibition, hits mostly inhibitors | AID 504444 | A549 ARE-Fluc reporter, luciferase luminescence, 18-24 h | 360,000 tested, 2.1% active; note: potency is the fitted concentration of half-maximal effect; % is set by controls: 0 for no effect and ±100 for the full control effect; nearly all actives have a fitted effect of over 60% in size
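Cells were seeded and rested 2 h, then exposed to compounds for 18-24 h. CellTiter-Fluor was read first as a viability measure. BugLite was added 15 min before the final luminescent read of ARE-luciferase activity in A549 cells.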
Nrf2 ARE act – activators of Nrf2 (ARE) signaling; AREc32 ARE-luciferase reporter (MCF7-derived line), luminescence, 24 h; Potency, µM (highest dose often 46.1 µM), for the others: at the top dose activation, hits mostly activators; 410,000 tested, 0.31% active; note: potency is the fitted concentration of half-maximal effect; % of control where 0% means no effect; nearly all actives have a fitted effect of over 65% in size
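Reporter line AREc32 (ARE-Fluc), seeded overnight in OPTI-MEM with 5% FBS; compound pin-transferred, 24 hr at 37 deg C, 5% CO2; luminescent read-out.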
Akt phos inh – inhibitors of Akt phosphorylation. activity change, % for hits at 50 µM. AID 651550. Neuro2A IGF-stimulated pAkt S473 HTRF, 20 min; stronger effect = lower value. 360,000 tested, 0.32% active; in the data active = activity change below about -80%; inconclusive = mostly about -51% to -80%; note: % is set by controls: 0 for no effect and ±100 for the full control effect
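Single-point screen (50 µM final compound) in Neuro2A cells stimulated 20 min with 6 nM IGF at 37 deg C. After lysis, Ser473-phosphorylated Akt read by HTRF (ex 330 nm, em 615/665 nm) as the 665/615 ratio.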
EPAC2 ag – EPAC2 (human) agonism | AID 720711 | Q8WZA2 | 360,000 tested, 0.079% active | EPAC2 activation, biochemical qHTS; response scale: 100% = 6.5 mM cAMP response | Potency, µM (doses to about 154 µM), without a hit: at the highest dose activation, usual class: activators; note: potency is the fitted concentration of half-maximal effect; nearly all actives have a fitted effect of over 50% in size
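Fluorescence exchange assay: 100 nM EPAC2 with 250 nM RAP1B-BODIPY-GDP and 50 uM GDP; compounds tested as a concentration-titration series (qHTS). Loss of Rap1-bound BODIPY-GDP fluorescence read at 480/540 nm; data normalized to 6.5 mM cAMP.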
A549 tox – counter-screen for Nrf2 inhibitors: cytotoxicity in A549 cells; A549 ARE-Fluc cells, CellTiter-Fluor viability, 18-24 h; Potency, µM (highest dose often 46 µM), inactives show at the highest dose activity change, negative = cytotoxicity, hits mostly inhibitors; 390,000 tested, 0.16% active; AID 504648; note: potency is the fitted concentration of half-maximal effect; % is set by controls: 0 for no effect and ±100 for the full control effect
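A549 ARE_Fluc cells in 5% FBS OPTI-MEM were exposed to compounds in concentration-response for 18-24 h at 37 deg C. Viability was read by CellTiter-Fluor fluorescence (Ex 405/Em 525) after 30 min, before the luciferase read.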
CCT modulator – cytosolic chaperonin activity modulation; AID 651819; activity change, % (no concentration beside the values), hits read low; 360,000 tested, 0.3% active; purified chaperonin ATPase assay, HTRF ADP detection, 30 min; in the data active = activity change below about -30%; note: % is set by controls: 0 for no effect and ±100 for the full control effect
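First, chaperonin was dispensed at 40 nM or 20 nM final depending on batch activity. Next, compounds were pinned at 76 uM and ATP added at 10 uM. After 30 min at 37 °C, ADP detection reagents ran 30 min at ambient temperature.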
Active calls of the source: *; [ ] = another dose, or the depositor's remark. Unless noted, calls come from the whole dose curve; as a rule, active = well fitted curve in the direction sought with a large enough effect; inconclusive = small, poorly fitted or top-dose-only effect, or another doubt; inactive = no such curve, though single readings can be large; an effect the other way counts as inactive or inconclusive.

Screening CCCCCCCCCCCCN1[C@@H](CC(C)=O)c2cc(F)ccc2S1(=O)=O returned EPAC2 antag -29%, TGFb inhibitor -23%, Nrf2 block 5%, Nrf2 ARE act 0.7%, Akt phos inh inactive, EPAC2 ag -11%, A549 tox 0% and CCT modulator 0.9.
For O=C(CSc1nnc2ccc(-c3ccccn3)nn12)NCC1CCCO1 (stereo not drawn) the results were EPAC2 antag 4%, MmCpn inh 0%, TGFb inhibitor -8%, Nrf2 block 10%, Nrf2 ARE act -0.7%, Akt phos inh inactive, EPAC2 ag 6%, A549 tox 2% and CCT modulator -2.2.
COc1ccccc1NC(=O)CCN1C(=O)C2CC=CCC2C1=O (stereo not drawn) was read as EPAC2 antag 3%, MmCpn inh -2%, TGFb inhibitor 16%, Nrf2 block 2%, Nrf2 ARE act -0.9%, Akt phos inh inactive, EPAC2 ag 10%, A549 tox 4% and CCT modulator -2.0.
CCCCn1c(N)c(N(CCOC)C(=O)CSc2ccccc2C)c(=O)[nH]c1=O was read as EPAC2 antag 10%, MmCpn inh 1%, TGFb inhibitor 8%, Nrf2 block 3%, Nrf2 ARE act -0.2%, Akt phos inh inactive, EPAC2 ag 0%, A549 tox -1% and CCT modulator 0.2.
COc1ccc(N=CC2=C(O)c3ccccc3C2=O)c(OC)c1 was read as EPAC2 antag -4%, MmCpn inh 1%, TGFb inhibitor -5%, Nrf2 block inconclusive, Nrf2 ARE act inconclusive, Akt phos inh inactive, EPAC2 ag 10%, A549 tox -11% and CCT modulator -5.5.
`C#CCOCCOCCOCCNc1nc(N2CCN(C(=O)[C@H](CO)n3cc([C@@H](N)C(C)C)nn3)CC2)nc(N2CCN(C(=O)[C@H](CCCCN)n3cc([C@@H](N)[C@H](C)CC)nn3)CC2)n1` gave EPAC2 antag -3%, MmCpn inh 1%, TGFb inhibitor 0%, Nrf2 block 11%, Nrf2 ARE act 0.2%, Akt phos inh inactive, EPAC2 ag 6%, A549 tox -1% and CCT modulator -1.1.
Screening CCOc1ccc(C(=O)OCC(=O)NC2CCCC2)cc1OCC returned EPAC2 antag -1%, MmCpn inh -8%, TGFb inhibitor -1%, Nrf2 block 2%, Nrf2 ARE act 1.0%, Akt phos inh inactive, EPAC2 ag -5%, A549 tox 2% and CCT modulator 0.1.
`CCCCOc1nc2ccccc2nc1C(C#N)S(=O)(=O)c1ccccc1` (stereo not drawn) gave EPAC2 antag 7%, MmCpn inh -3%, TGFb inhibitor -8%, Nrf2 block inconclusive, Nrf2 ARE act -0.6%, Akt phos inh inactive, EPAC2 ag -11%, A549 tox inconclusive and CCT modulator 0.6.
Screening Cc1ccc2occ(C(c3nnnn3Cc3ccccc3)N3CCOCC3)c(=O)c2c1 (stereo not drawn) returned EPAC2 antag 22%[57.1 µM], MmCpn inh 0%, TGFb inhibitor -6%, Nrf2 block 17%, Nrf2 ARE act 0.3%, Akt phos inh inactive, EPAC2 ag -7%, A549 tox -2% and CCT modulator -4.8.
`Cc1ccc(Cn2ccc(C3CC3)n2)cc1` gave EPAC2 antag -1%, MmCpn inh 2%, TGFb inhibitor -1%, Nrf2 block inconclusive, Nrf2 ARE act 0.3%, Akt phos inh inactive, EPAC2 ag -1%, A549 tox -7% and CCT modulator -1.7.
`CN(C)/C=C/C(=O)c1cc(N2CCOCC2)ccc1[N+](=O)[O-]` gave EPAC2 antag 8%, MmCpn inh 1%, TGFb inhibitor 4%, Nrf2 block 8%, Nrf2 ARE act 1.9%, Akt phos inh inactive, EPAC2 ag -3%, A549 tox inconclusive and CCT modulator 1.6.
`COc1ccc(C(=S)N2CCCCCC2)cc1` gave EPAC2 antag 5%, MmCpn inh 1%, TGFb inhibitor 16%, Nrf2 block inconclusive, Nrf2 ARE act -0.4%, Akt phos inh inactive, EPAC2 ag -14%, A549 tox 1% and CCT modulator 1.5.
`O=C(N/N=C/c1ccc(-c2ccccc2)o1)c1ccccc1O` gave EPAC2 antag -4%, MmCpn inh -11%, TGFb inhibitor -8%, Nrf2 block 16%, Nrf2 ARE act 2.2%, Akt phos inh inactive, EPAC2 ag 3%, A549 tox -12% and CCT modulator -1.1.
Screening Cc1cc(Cl)ccc1OCC(=O)NC(=S)Nc1ccc(Cl)cn1 returned EPAC2 antag 7%, MmCpn inh 0%, TGFb inhibitor 5%, Nrf2 block inconclusive, Nrf2 ARE act -0.5%, Akt phos inh inactive, EPAC2 ag 3%, A549 tox -1% and CCT modulator 0.5.
Screening O=C(COc1ccccc1)NC1CCCc2ccccc21 (stereo not drawn) returned EPAC2 antag 6%, MmCpn inh 0%, TGFb inhibitor 1%, Nrf2 block -4%, Nrf2 ARE act -0.1%, Akt phos inh inactive, EPAC2 ag 8%, A549 tox 0% and CCT modulator 0.0.
Screening O=c1c2c(-c3cccs3)csc2[nH]c(=S)n1-c1ccccc1 returned EPAC2 antag 17%, MmCpn inh -20%, TGFb inhibitor -27%, Nrf2 block 4%, Nrf2 ARE act 0.9%, Akt phos inh inactive, EPAC2 ag 0%, A549 tox 9% and CCT modulator -0.5.
For C=CCc1c(C)nc(C)nc1N/N=C/c1ccc(F)cc1 the results were EPAC2 antag 21%, MmCpn inh -2%, TGFb inhibitor -9%, Nrf2 ARE act -0.4%, Akt phos inh inactive, EPAC2 ag -2%, A549 tox -3% and CCT modulator 0.0.
COc1ccc(OC)c(NS(=O)(=O)c2cc3c4c(c2)CCN4C(=O)CC3)c1 was read as EPAC2 antag 3%, MmCpn inh -2%, TGFb inhibitor 11%, Nrf2 block -5%, Nrf2 ARE act 0.2%, Akt phos inh inactive, EPAC2 ag -2%, A549 tox -1% and CCT modulator 5.3.
`Nc1c(Cl)c(Cl)nc(C(=O)OCC(=O)N2CCCC2=O)c1Cl` gave EPAC2 antag 8%, MmCpn inh 0%, TGFb inhibitor inconclusive, Nrf2 block 1%, Nrf2 ARE act 0.3%, Akt phos inh inactive, EPAC2 ag 8%, A549 tox -1% and CCT modulator -0.7.
CCCCn1c(-c2cccnc2)nc2cc3[nH]c(=O)c(C(C)C)nc3cc21 was read as EPAC2 antag 6%, MmCpn inh 0%, TGFb inhibitor 1%, Nrf2 block -26%, Nrf2 ARE act 3.9%, Akt phos inh inactive, EPAC2 ag -2%, A549 tox -2% and CCT modulator 0.0.
`CCOc1ccccc1C(=O)Nc1ccc(S(=O)(=O)Nc2ncccn2)cc1` gave TGFb inhibitor -2%, Nrf2 block inconclusive, Nrf2 ARE act -1.0% and A549 tox -3%.
Screening COc1ccc(CC(=O)OC2CCCN(C)C2)cc1 (stereo not drawn) returned EPAC2 antag 1%, MmCpn inh inconclusive, TGFb inhibitor -16%, Nrf2 block 26%, Nrf2 ARE act -0.2%, Akt phos inh inactive, EPAC2 ag 3%, A549 tox 4% and CCT modulator -3.1.
Screening CCCCCCNC(=O)c1cn(CC)c2cc(N3CCN(C)CC3)c(F)cc2c1=O returned EPAC2 antag -7%, MmCpn inh -1%, TGFb inhibitor inconclusive, Nrf2 block 5%, Nrf2 ARE act 5.8%, Akt phos inh inactive, EPAC2 ag 0%, A549 tox 1% and CCT modulator -2.9.
COc1ccc(C(=O)/C=C2\Sc3ccccc3N2C)cc1 was read as EPAC2 antag -11%, MmCpn inh -13%, TGFb inhibitor 9%, Nrf2 block inconclusive, Nrf2 ARE act 4.2%, Akt phos inh inactive, EPAC2 ag 24%, A549 tox -12% and CCT modulator -2.8.
`Cc1[nH]c2ccccc2c1C(c1ccccn1)N1CCC(C(N)=O)CC1` (stereo not drawn) gave EPAC2 antag -2%, MmCpn inh 6%, TGFb inhibitor -22%, Nrf2 block 8%, Nrf2 ARE act inconclusive, Akt phos inh inactive, EPAC2 ag 6%, A549 tox 0% and CCT modulator -2.8.
Cc1csc(=O)n1CC(=O)OC(C)C(=O)Nc1ccc(F)c(F)c1F (stereo not drawn) was read as EPAC2 antag 11%, MmCpn inh 0%, TGFb inhibitor 15%, Nrf2 block -16%, Nrf2 ARE act 0.0%, Akt phos inh inactive, EPAC2 ag 5%, A549 tox 2% and CCT modulator -0.2.
`CCOc1cc(-c2sc(Nc3cc(C)ccc3OC)n[n+]2-c2ccccc2)ccc1OC` gave EPAC2 antag 8%, MmCpn inh -19%, TGFb inhibitor -23%, Nrf2 block inconclusive, Nrf2 ARE act 3.7%, Akt phos inh inactive, EPAC2 ag 6%, A549 tox -11% and CCT modulator 0.7.
`CCOC(=O)C1CCCN(c2c(NCCN3CCCCC3C)c(=O)c2=O)C1` (stereo not drawn) gave EPAC2 antag 0%, MmCpn inh -1%, TGFb inhibitor 9%, Nrf2 block 9%, Nrf2 ARE act 0.7%, Akt phos inh inactive, EPAC2 ag 8%, A549 tox -3% and CCT modulator 0.2.

The list is partial; rates above refer to the full screens.
